ADAM17 inh: inhibits human ADAM17. P78536. recombinant ADAM17, EDANS/DABCYL FRET peptide cleavage. inhibition, % at 6.95 µM. 370,000 compounds, 0.83% hits. AID 720648;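 active = inhibition above the mean of compounds lying between control limits plus 3 SD, set per campaign, cut at about 8.5% in these data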;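 note: 0% = DMSO-only wells as the low control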
PLCb3 inh: inhibitors of human phospholipase C beta3 | Q01970 | Purified PLC-beta3, fluorogenic substrate, fluorescence | inhibition, % at 12.2 µM | 370,000 compounds, 0.18% hits | AID 720704; in the data active = inhibition above about 11%;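 note: 0% = median of compound wells on plate and 100% = full blocker control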
PLCg1 inh: PLC-gamma1 (human) inhibition, primary screen | purified PLC-gamma1, fluorogenic substrate, fluorescence | 370,000 compounds, 0.84% hits | P19174 | AID 720700 | inhibition, % at 12.2 µM; in the data active = inhibition above about 9.5%
SMARCA2 activ: increases SMARCA2 function in MMTV reporter cells | activation, % at 9.1 µM | MG213 cells, MMTV-luciferase reporter, dexamethasone, overnight | 370,000 compounds, 1% hits; in the data active = activation above about 7.8%;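 note: 0% = vehicle wells and 100% = reference activator wells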
hcDAF12 agonist: activates DAF-12 receptor from parasite H. contortus; HEK293 hcDAF-12 lit1-tk-luc reporter, luminescence; 0% DMSO, 100% Δ7-dafachronic acid; activation, % at 6.8 µM; 370,000 compounds, 1.4% hits; AID 652067;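 active = activation above the mean of all tested compounds plus 3 SD, cut at about 5.5% in these data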;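 note: 100% = response to 3 µM Δ7-dafachronic acid high control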
ssDAF12 agonist: S. stercoralis DAF-12 activation, primary screen | activation, % at 6.8 µM | HEK293 ssDAF-12/GRIP1 lit1-tk-luc reporter, luminescence; % of 3 µM dafachronic acid response | AID 652126 | 370,000 compounds, 1% hits;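 active = activation above the mean over all tested compounds plus 3 SD, cut at about 0.9% in these data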;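 note: 0% = DMSO-only wells and 100% = 3 µM delta7-dafachronic acid wells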
hgDAF12 agonist: hgDAF-12 agonism, primary luciferase screen | AID 687014 | 370,000 compounds, 1.8% hits | HEK293 GAL4-hgDAF12 UAS-luciferase reporter, agonist luminescence; normalized to butyrate control | activation, % at 6.8 µM;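 active = activation above a cutoff set at the mean of all screened compounds plus 3 SD, cut at about 10% in these data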;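 note: 0% = DMSO wells and 100% = sodium butyrate wells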
DAX1 inh-1: NR0B1 (DAX1) inhibition; HEK293 Gal4-DAX1 luciferase reporter, luminescence; inhibition, % at 6.75 µM; 340,000 compounds, 0.99% hits; AID 504766;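 active = inhibition above the mean over all tested compounds plus 3 SD, cut at about 4.2% in these data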;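 note: 0% = DAX1-transfected cells with DMSO and 100% = empty-vector control cells with DMSO; inhibition shows as a rise in luminescence from relieved DAX1 repression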
Target sequence (P51843 207-470 limits assumed): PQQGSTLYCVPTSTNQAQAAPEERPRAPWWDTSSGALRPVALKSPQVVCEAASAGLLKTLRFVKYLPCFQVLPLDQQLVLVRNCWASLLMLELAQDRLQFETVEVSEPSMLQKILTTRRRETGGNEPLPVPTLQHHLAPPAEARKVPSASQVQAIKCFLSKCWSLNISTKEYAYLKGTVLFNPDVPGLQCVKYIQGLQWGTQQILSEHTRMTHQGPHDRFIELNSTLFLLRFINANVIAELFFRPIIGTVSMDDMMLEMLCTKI
DAX1 inh-2: DAX1 (NR0B1) inhibition, primary screen | HEK293T StAR-luciferase reporter, SF-1/DAX-1 repression relief | inhibition, % at 6.8 µM | 370,000 compounds, 1.1% hits | AID 652010;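 active = inhibition above the mean over all tested compounds plus 3 SD, cut at about 3.6% in these data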;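 note: 0% = DAX-1 cells with DMSO and 100% = cells lacking DAX-1 with DMSO; higher inhibition means more luminescence from relief of DAX-1 repression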
NR1D1 modulator: modulators of human Rev-erb alpha DNA binding; Rev-erbα–FITC-DNA binding, fluorescence polarization, 90 min; activity, % at 10 µM; 370,000 compounds, 0.79% hits; AID 1259318;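 active = activity above about 14%, limit read from the data; passing the limit was not always enough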;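 note: 0% = DMSO wells with 35 nM protein and 100% = DMSO wells with 750 nM protein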
Target sequence (P20393 whole entry, looked up): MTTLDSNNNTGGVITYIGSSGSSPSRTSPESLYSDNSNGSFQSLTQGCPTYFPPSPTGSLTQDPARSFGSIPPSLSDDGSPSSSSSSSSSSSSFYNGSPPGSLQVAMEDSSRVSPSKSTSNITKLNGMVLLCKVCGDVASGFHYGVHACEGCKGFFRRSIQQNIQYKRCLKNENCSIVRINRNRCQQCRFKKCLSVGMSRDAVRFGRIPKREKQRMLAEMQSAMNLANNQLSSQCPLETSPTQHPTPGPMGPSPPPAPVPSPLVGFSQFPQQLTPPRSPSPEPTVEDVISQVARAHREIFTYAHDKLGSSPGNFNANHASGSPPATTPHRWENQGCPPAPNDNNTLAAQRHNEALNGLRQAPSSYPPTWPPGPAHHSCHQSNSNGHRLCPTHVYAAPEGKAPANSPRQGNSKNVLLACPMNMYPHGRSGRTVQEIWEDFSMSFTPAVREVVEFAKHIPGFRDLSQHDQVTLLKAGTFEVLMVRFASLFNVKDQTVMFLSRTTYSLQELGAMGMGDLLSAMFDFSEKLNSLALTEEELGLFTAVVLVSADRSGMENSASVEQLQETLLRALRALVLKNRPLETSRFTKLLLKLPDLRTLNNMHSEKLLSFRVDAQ
MBD2 inh: blocks human MBD2 binding to methylated DNA | TR-FRET, MBD2 binding to methylated oligonucleotide | AID 686964 | 370,000 compounds, 0.31% hits | inhibition, % at 4.4 µM; in the data active = inhibition above about 13%
* marks the source's active call; other numbers are inactive results; x = no result given.

item	compound	SMARCA2 activ	PLCb3 inh	PLCg1 inh	DAX1 inh-2	hgDAF12 agonist	NR1D1 modulator	MBD2 inh	ssDAF12 agonist	hcDAF12 agonist	DAX1 inh-1	ADAM17 inh
1	COC(=O)C1=C(C)NC(=O)NC1c1ccc(OCC(=O)N2CCCCC2)cc1 (centres undefined)	0	5	-3	-0.6	-2.3	-2	5	-1.3	-0.4	-0.7	5
2	N#CC1=C(N)n2c(s/c(=C\c3ccco3)c2=O)=C(C#N)C1c1ccco1 (centres undefined)	1	-94	-68	0.1	0.5	-22	12	1.6*	2.8	0.9	-6
3	Nc1[nH]c(=O)[nH]c(=O)c1N=Nc1ccccc1Cl	1	3	0	0.3	-1.1	3	-8	-1.2	-0.6	0.0	4
4	Cc1cc(C)nc(NC(=O)c2cccc(Br)c2)n1	0	-2	3	-0.3	-1.3	7	-4	-0.8	-0.4	0.1	3
5	CCOC(=O)Cc1csc(SCC(=O)NC(C)C23CC4CC(CC(C4)C2)C3)n1 (centres undefined)	-4	2	-2	0.2	4.1	-4	-4	-1.2	-1.7	0.8	1
6	CC(C)N(Cc1nccn1C)C(=O)c1ccc2oc(Cc3ccccc3)nc2c1	-3	-4	4	-0.9	-2.5	4	0	-1.2	2.1	0.5	5
7	Cc1nc(C(=O)N(C)C)nn1-c1cc(Cl)cc(Cl)c1	1	1	-1	-0.4	4.0	1	1	-1.1	-0.8	0.9	-3
8	CCOC(=O)c1cc2n(c1/N=C/N(C)C)-c1ccccc1C2=O	-4	-48	-40	-0.2	3.5	1	-3	-0.3	0.6	0.1	-14
9	Cc1ccccc1N1CCN(CCCN2C(=O)C3CCCCN3C2=O)CC1 (centres undefined)	-3	-4	0	-0.1	2.0	1	2	-1.6	-1.1	0.0	-4
10	CC(=O)Nc1cccc(C(=O)/C=C/c2ccc(C)cc2)c1	-5	0	5	-0.9	6.6	2	-4	-2.0	0.1	-1.3	3
11	CC1CN(C(=O)c2cc3c(s2)CCC3)CC(C)O1 (centres undefined)	0	3	0	-0.2	3.5	-1	3	-1.4	-0.1	2.1	-3
12	Cc1ccc(NC(=O)CSc2nc(N)cc(N)n2)cc1S(=O)(=O)N1CCOCC1	-1	-6	-1	-0.5	-0.6	-8	8	-0.6	-1.6	-0.1	-5
13	CSCCC(NC(=O)c1ccccc1)C(=O)NNC(=O)c1ccccc1 (centres undefined)	-2	-3	2	0.5	-3.2	8	-3	-0.9	0.6	0.8	1
14	CCCCn1c(N)c(N(CCC(C)C)C(=O)c2ccc(-c3ccc([N+](=O)[O-])cc3)o2)c(=O)[nH]c1=O	-2	-8	0	1.7	-0.1	2	3	-1.0	1.0	1.6	1
15	CC12CCC(=O)N1C(C(=O)Nc1nc3ccc(Cl)cc3s1)CS2 (centres undefined)	1	-5	6	0.0	-0.9	-4	2	-0.4	1.4	1.5	-7
16	Cc1ccc(C(=O)c2cc([N+](=O)[O-])ccc2N2CCOCC2)cc1	-1	3	1	-0.2	0.2	-2	-7	-1.4	-1.6	-2.0	1
17	N#CC(NC(=O)OCc1ccccc1)c1ccccc1 (centres undefined)	0	4	2	-0.5	-0.4	-2	-5	-0.6	-1.1	0.5	-3
18	O=C(N/N=C/c1cccnc1)c1ccc(F)cc1	3	0	4	0.5	1.4	-4	-2	-0.3	1.0	2.2	-2
19	CCC(C)N(C(=O)CN1C(=O)NC2(CCc3ccccc32)C1=O)C1CCS(=O)(=O)C1 (centres undefined)	-3	-8	2	0.7	3.4	-9	-7	-0.2	3.0	1.1	7
20	COC(=O)C1=CN(C2CC2)C=C(C(=O)OC)C1c1ccc(C(F)(F)F)cc1	0	-102	-86	0.1	0.4	0	0	-1.0	0.9	1.0	-71
21	O=C(O)C1CCC(c2ccc(-c3ccccc3)cc2)CC1 (centres undefined)	2	-6	4	1.6	10	-5	0	-0.5	2.5	-0.4	7
22	Cc1cc(C)c(C)c(S(=O)(=O)N2CCN(C(=O)c3ccco3)CC2)c1C	3	-1	-2	0.1	-1.3	2	1	-0.5	-2.1	x	0
23	CCCC/C=C/C(NC(=O)c1ccc(C(=O)OC)cc1)c1ccccc1 (centres undefined)	1	0	3	0.2	0.8	-2	-3	-1.0	-0.6	2.1	1
24	COc1ccccc1CCC(=O)OCc1csc(CC(=O)Nc2ccccc2C)n1	2	-4	2	-0.6	2.6	5	3	-0.7	-0.9	-0.5	3
25	CCN(CC)S(=O)(=O)c1ccc(NC(=O)C2CCCO2)cc1 (centres undefined)	1	-3	-2	-0.7	-2.4	-4	4	-1.7	-2.7	-0.3	-5
26	CC(=O)N1C(C)(C)CC(=NOS(=O)(=O)c2ccccc2)CC1(C)C	-1	2	-1	1.0	0.3	0	-1	-0.9	2.4	1.3	0
27	Cc1cc(C)nc(N2CCCC(C(=O)NC3CC3)C2)n1 (centres undefined)	-1	-7	-3	0.1	0.6	2	0	-1.1	-1.3	1.3	-10
28	COc1nnc(-c2ccc(C)c(S(=O)(=O)NC(C)(C)CO)c2)c2ccccc12	-1	-9	0	-0.6	-3.3	2	-7	-1.5	-3.1	-0.4	-3
29	Cc1nc(-c2ccccc2)sc1-c1nc(-c2ccncc2)ncc1S(=O)(=O)c1ccccc1	-1	2	-1	-0.9	-0.8	4	-3	-1.2	-0.2	0.6	0
30	CCC(=O)Nc1ccc(S(=O)(=O)N2CCC(c3nc4ccccc4[nH]3)CC2)cc1	0	0	1	-1.1	-0.8	2	6	-0.9	-1.7	-1.2	-3
31	CCCn1nnc(NC(=O)COc2ccc(CC)cc2)n1	2	2	3	0.7	-0.9	-2	4	-0.8	0.1	1.5	-3
32	COc1ccc(CC(=O)N2N=C(C)CC2(O)C(F)(F)F)cc1OC (centres undefined)	-2	-8	-1	-0.5	0.1	-4	5	-2.0	0.2	0.4	-5
33	O=C(C1CCCN1S(=O)(=O)c1cccc2nsnc12)N1CCN(c2ccc(F)cc2)CC1 (centres undefined)	-4	-4	3	-0.4	1.5	2	2	-1.1	-1.5	1.0	-3
34	CC(COc1ccc(/C=C/c2ccccc2)cc1)[N+](C)(C)C (centres undefined)	1	-1	0	0.2	1.0	-3	-4	-1.5	0.3	-0.1	0
35	Cn1cc(S(=O)(=O)N2CCc3ccccc32)cc1C(=O)Nc1ccc(Cl)cc1	-1	4	-1	-1.6	-3.8	-6	3	-1.6	-1.3	-0.2	1
36	CCOC(=O)c1c(NC(=O)c2ccccc2)sc2c(O)c(CN(CC)CC)ccc12	-4	0	-6	0.0	1.7	6	-4	-1.3	0.3	1.8	-4
37	Cc1ccc(C(=O)N/C(=C\c2cccc([N+](=O)[O-])c2)C(=O)NC(Cc2ccccc2)C(=O)O)cc1 (centres undefined)	-2	-14	-2	0.4	0.1	3	-6	-1.2	0.1	0.8	-4
38	N#Cc1c(NC(=O)C2CC=CCC2C(=O)O)sc2c1CCCCCC2 (centres undefined)	3	2	-1	0.2	0.4	1	-1	-2.1	2.2	-1.1	0
39	COc1ccc(C(=O)Nc2cccc(/C(C)=N/NC(=O)c3ccc([N+](=O)[O-])cc3)c2)cc1OC	5	4	4	0.1	-0.4	-2	-2	-0.7	0.3	0.5	5
40	CC(C)CC(NC(=O)C1CCCCC1)C(=O)NCc1ccccn1 (centres undefined)	-1	1	-25	0.2	-0.3	-1	-2	-0.9	1.6	0.4	-1
41	Cn1nc(C(=O)NCc2ccc(F)cc2)c2ccccc2c1=O	2	4	1	-0.2	-2.1	-8	1	-1.5	0.4	-0.8	1
42	Cn1cc(/C=C(\NC(=O)c2ccccc2Cl)C(=O)NCCN2CCOCC2)c2ccccc21	-3	-9	-3	0.3	-0.4	6	-3	0.2	0.6	0.1	-2
43	O=C(C[C@@H]1C/C=C\C[C@H](Cc2ccc(F)cc2)C(=O)OC[C@@H](Cc2c[nH]c3ccccc23)NC1=O)NCCO	-2	-2	-4	0.1	0.1	-5	-7	-1.2	2.3	0.4	-4
44	CCc1nc2ccccc2nc1N1CCN(S(=O)(=O)c2c(C)cc(Cl)cc2C)CC1	4	-2	-1	0.1	3.6	0	0	0.2	-0.6	x	-6
45	CCOC(=O)[C@]12CCCC=C1N(Cc1ccccc1)C(=O)[C@H](CC(=O)N1CCN(C(=O)C3CC3)CC1)C2	-4	0	3	0.1	1.3	-3	7	-0.2	-0.8	x	-8
46	COc1ccc(-c2nnn(CC(=O)N(CCN3CCOCC3)C(C(=O)NC3CCCCC3)c3ccco3)n2)cc1 (centres undefined)	1	0	1	0.6	0.3	-1	2	-1.5	-1.8	0.9	1
47	CS(=O)(=O)c1ccccc1C(=O)Nc1ccccc1Cc1ccccc1	2	-6	4	-0.1	-0.7	-3	9	-0.8	0.0	0.9	-4
48	COC(=O)c1c(C)[nH]c(C(=O)COC(=O)Cn2cc(C(F)(F)F)ccc2=O)c1C	-3	1	2	-0.8	1.1	-6	-1	-1.1	-1.0	-0.4	-3
49	COc1cccc(OC)c1C(=O)Nc1nc(COc2ccccc2)cs1	-4	-7	-5	0.2	-1.8	6	-6	-1.3	-1.1	-0.9	-1
50	CN1OC[C@@H]2CN[C@H](c3cccc(-c4ccccc4)c3)C[C@@H]21	1	3	0	0.3	0.1	7	-1	-0.3	-2.0	-0.7	-2

Next part; the last two above are carried over.
item	compound	SMARCA2 activ	PLCb3 inh	PLCg1 inh	DAX1 inh-2	hgDAF12 agonist	NR1D1 modulator	MBD2 inh	ssDAF12 agonist	hcDAF12 agonist	DAX1 inh-1	ADAM17 inh
49	COc1cccc(OC)c1C(=O)Nc1nc(COc2ccccc2)cs1	-4	-7	-5	0.2	-1.8	6	-6	-1.3	-1.1	-0.9	-1
50	CN1OC[C@@H]2CN[C@H](c3cccc(-c4ccccc4)c3)C[C@@H]21	1	3	0	0.3	0.1	7	-1	-0.3	-2.0	-0.7	-2
51	CCCCN(c1ccc(C(=O)OC)cc1)S(=O)(=O)c1ccccc1	-1	0	-2	-0.5	2.4	5	6	-0.6	-2.0	-0.1	2
52	CC(C)(C)OC(=O)NCCCC(CCCNC(=O)OC(C)(C)C)C(=O)O	1	0	-1	-0.1	-1.4	-4	3	-1.1	-0.8	-0.1	-5
53	Nc1nonc1N/N=C\c1ccccc1	-3	-4	-1	0.6	-2.3	-8	2	-1.1	-0.5	-0.9	-2
54	COc1ccc(C(=O)NNC(=O)CSc2nnc3ccccn23)cc1OC	0	-4	0	0.6	0.3	2	-10	-1.4	-0.1	0.0	-2
55	O=C(CSc1nc(Cc2ccccc2)nc2ccccc12)Nc1nc2c(s1)CCCC2	1	-43	1	-0.1	1.3	-1	-8	-1.1	-0.9	0.6	1
56	CC(=O)Nc1ccc(-c2ccnc3c2CC(C)(C(=O)NC(C)C)O3)cc1 (centres undefined)	-2	-1	12*	0.1	-1.7	3	10	-0.8	2.4	x	-7
57	S=C(NCc1ccccc1)N/N=C/c1cccs1	-2	-2	3	-0.8	0.2	-3	-2	-1.4	-1.2	1.5	2
58	CCCCn1c(N)c(N(CC(C)C)C(=O)Cc2ccc3c(c2)OCCO3)c(=O)[nH]c1=O	-1	4	-4	-1.1	1.2	-6	1	-1.0	0.7	1.7	-1
